Akt phos inh: HTS Assay for Inhibitors of Akt Phophorylation: Primary Screen; activity change, % for hits at 50 µM; Neuro2A IGF-stimulated pAkt S473 HTRF, 20 min; stronger effect = lower value; actives 0.32% (n = 360,000); in the data active = activity change below about -80%; inconclusive = mostly about -51% to -80%; note: % is set by controls: 0 for no effect and ±100 for the full control effect
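Neuro2A cells in DMEM with 0.5% FBS, overnight at 37 deg C, given compound at single 50 µM final, then IGF (6 nM final) for 20 min at 37 deg C. Lysed; phospho-Akt Ser473 by HTRF after 24 h, 665/615 ratio.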
Abeta yeast res: qHTS for compounds that reverse cellular toxicity of Amyloid beta (A-beta) peptide in yeast: Primary Screen | yeast expressing A-beta42, growth rescue, OD600, 48 h; response scale: 0% DMSO, 100% iron-clioquinol control | Potency, µM (titrated, usually from 46.1 µM), without a hit: top-dose growth rescue, actives largely listed as activators | actives 0.063% (n = 410,000); note: potency is the fitted concentration of half-maximal effect; nearly all actives have a fitted effect of over 55% in size
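Yeast A-beta toxicity model in growth medium with pinned compounds, 48 h at 30 C; growth read as absorbance at 600 nm. Normalized to FeCl3/clioquinol equimolar mix (positive) and DMSO (negative).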
TDP43 rescue: qHTS of TDP-43 Inhibitors | TDP-43 expressing yeast growth rescue, BacTiter-Glo, 24 h | Potency, µM (highest dose often 46.1 µM), for the others: at the top dose growth rescue (activation), usual class: activators | actives 1.8% (n = 410,000); note: potency is the fitted concentration of half-maximal effect; % of control where 0% means no effect; nearly all actives have a fitted effect of over 50% in size
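Growth rescue of TDP-43-toxic yeast measured as ATP luminescence (BacTiter-Glo). Cells grown to mid-log in raffinose, induced in galactose at OD600=0.02, exposed to compound 24 hr at 30 deg C.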
aSyn rescue: qHTS of alpha-syn Inhibitors | Yeast expressing alpha-synuclein, growth rescue, BacTiter-Glo, 24 h | Potency, µM (doses to about 46.1 µM), inactives show top-dose growth rescue (activation), actives largely listed as activators | actives 0.14% (n = 370,000) | AID 652106, 2013; note: potency is the fitted concentration of half-maximal effect; % of control where 0% means no effect; nearly all actives have a fitted effect of over 65% in size
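Rescue of yeast growth: cells expressing toxic alpha-synuclein, induced in galactose at OD600 0.02, incubated with compound 24 h at 30 C. ATP luminescence quantified growth; inhibitors of toxicity appear as activators.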
FUS yeast rescue: qHTS for Suppressors of FUS Proteinopathy: Primary screen using FUS-linked yeast assay; actives 0.24% (n = 390,000); Potency, µM (series often up to 76.6 µM), for the others: at the top dose growth rescue (activation), actives largely listed as activators; S. cerevisiae FUS-expressing, growth rescue, OD600, 24 h;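 note: potency is the fitted concentration of half-maximal effect; plate controls were DMSO vehicle for no effect and reference control for full effect; nearly all actives have a fitted effect of over 55% in size; some results filed as inactive show a strong effect at the top dose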
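Yeast FUS proteinopathy model; galactose-induced FUS (2%), starting OD 0.005. Cpds in dilution series, 24hr, 30C, 99% humidity. Abs 600 nm growth. Pos ctrl CP55940 (top 92uM final); neg ctrl DMSO.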
PTHR1 ag: qHTS for PTHR1 Agonists: Primary Screen. HEK293 GP2 PTHR1 cells, GloSensor cAMP luminescence, 1 h. AID 743266, 2014. Potency, µM (titrated, usually from 115 µM), for inactives: at the highest dose activation, most hits filed as activators. actives 0.075% (n = 410,000); note: potency is the fitted concentration of half-maximal effect; nearly all actives have a fitted effect of over 55% in size; some results filed as inactive show a strong effect at the top dose; inactives centre near -15; many of its hits are not listed in these tables
Target sequence (Q03431 whole entry, looked up): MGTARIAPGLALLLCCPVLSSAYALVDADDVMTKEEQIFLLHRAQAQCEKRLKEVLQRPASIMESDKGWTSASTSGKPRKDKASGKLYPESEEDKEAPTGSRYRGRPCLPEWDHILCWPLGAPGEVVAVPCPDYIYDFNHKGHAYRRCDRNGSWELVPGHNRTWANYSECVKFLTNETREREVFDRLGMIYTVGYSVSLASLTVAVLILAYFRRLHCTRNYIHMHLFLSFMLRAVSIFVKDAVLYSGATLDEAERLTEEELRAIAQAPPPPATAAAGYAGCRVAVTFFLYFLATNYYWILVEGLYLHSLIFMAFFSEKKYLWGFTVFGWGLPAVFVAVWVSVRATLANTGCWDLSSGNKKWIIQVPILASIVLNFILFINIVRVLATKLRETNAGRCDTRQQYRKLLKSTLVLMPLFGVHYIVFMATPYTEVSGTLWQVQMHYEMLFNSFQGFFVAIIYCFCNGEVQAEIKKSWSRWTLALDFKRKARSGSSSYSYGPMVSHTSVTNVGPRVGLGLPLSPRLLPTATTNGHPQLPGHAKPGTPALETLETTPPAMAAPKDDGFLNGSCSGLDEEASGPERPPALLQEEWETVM
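HEK-293-derived GP2 cells expressing PTHR1 and a GloSensor cAMP reporter, 3,000/well, plated overnight, given luciferin plus IBMX (each 0.5 mM as added) for 1 h at 37 °C, then compound for 1 h at 37 °C. Luminescence was read after 15 min at room temperature.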
Mm-Cpn inhibitor: Inhibitors of TCP-1 ring complex (TRiC) of Methanococcus maripaludis (MmCpn): qHTS; purified Mm-Cpn ATPase, ADP Transcreener TR-FRET; Potency, µM (top dose mostly 76.9 µM), for the others: at the highest dose activity, negative = inhibition, actives largely listed as inhibitors; AID 504842, 2011; Chaperonin Mm-Cpn (Methanococcus maripaludis); actives 0.031% (n = 330,000); note: potency is the fitted concentration of half-maximal effect; % is set by controls: 0 for no effect and ±100 for the full control effect; nearly all actives have a fitted effect of over 80% in size
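Eu-cryptate anti-ADP/ADP-d2 competition gives a ratio inversely related to ADP. Enzyme at 25 nM was pre-exposed to compound for 10 min, then given 10 uM ATP for 30 min, 37°C throughout.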
HEK293 tox: qHTS of GLP-1 Receptor Inverse Agonists: Cytotox Screen; Potency, µM (titrated, usually from 38.3 µM), without a hit: at the highest dose activity change, negative = inhibition, usual class: inhibitors; AID 624418, 2012; HEK293 cAMP-luciferase reporter cells, luminescence, 24 h; actives 0.13% (n = 410,000);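 note: loss of luciferase light is scored as toxicity; potency is the fitted concentration of half-maximal effect; % is set by controls: 0 for no effect and ±100 for the full control effect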
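A 23 nL compound transfer followed 12 hours of cell culture at 37 deg C; exposure then lasted 24 hr. Luciferase assay detection reagent was dispensed and plates read for luminescence after a 12 min room-temperature wait.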
GLP-1R inv ag: qHTS of GLP-1 Receptor Inverse Agonists (Inhibition Mode); Glucagon-like peptide 1 receptor (Homo sapiens), P43220; HEK293 GLP-1R CRE-luciferase, luminescence, 24 h; GLP-1R form is constitutively active; Potency, µM (doses to about 38.3 µM), without a hit: at the highest dose activity change, negative = inhibition, usual class: inhibitors; actives 1.6% (n = 410,000); AID 624417, 2012; note: potency is the fitted concentration of half-maximal effect; % is set by controls: 0 for no effect and ±100 for the full control effect; nearly all actives have a fitted effect of over 55% in size
Target sequence (P43220 whole entry, looked up): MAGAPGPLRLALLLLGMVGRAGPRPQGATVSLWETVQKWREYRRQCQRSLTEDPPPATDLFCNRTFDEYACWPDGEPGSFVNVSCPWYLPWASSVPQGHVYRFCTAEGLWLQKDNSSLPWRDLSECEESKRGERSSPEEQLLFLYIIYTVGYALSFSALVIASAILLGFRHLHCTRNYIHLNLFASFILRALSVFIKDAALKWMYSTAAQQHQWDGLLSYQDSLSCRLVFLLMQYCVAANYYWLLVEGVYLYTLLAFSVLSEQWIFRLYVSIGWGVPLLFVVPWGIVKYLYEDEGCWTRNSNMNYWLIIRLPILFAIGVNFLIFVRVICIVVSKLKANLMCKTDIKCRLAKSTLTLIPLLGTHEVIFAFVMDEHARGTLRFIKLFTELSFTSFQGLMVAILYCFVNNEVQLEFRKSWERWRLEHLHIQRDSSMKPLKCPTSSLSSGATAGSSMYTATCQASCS
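Constitutively active GLP-1R drives a cAMP-responsive luciferase in stably transfected HEK293 cells; test compounds are added after overnight (12 h) attachment and left 24 hr, and signal loss in luminescence marks inhibition.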
* hit, by the source's call; i = inactive; ? = inconclusive; . = not tested or not shown; [ ] = another dose, or the depositor's remark. Unless noted, calls come from the whole dose curve; as a rule, active = well fitted curve in the direction sought with a large enough effect; inconclusive = small, poorly fitted or top-dose-only effect, or another doubt; inactive = no such curve, though single readings can be large; an effect the other way counts as inactive or inconclusive. The list is partial (hit frequency here may not be typical).

1	COCCOC(=O)c1c(N)n(CCCN2CCOCC2)c2nc3ccccc3nc12
2	Cc1ccc(CN2CCN(Cc3nc4c(s3)CCCC4)CC2CCO)cc1 (configuration not stated)
3	Cc1cccc2sc(NS(=O)(=O)c3ccccc3)nc12
4	Cc1cc(S(=O)(=O)N2CCCC2)ccc1OCC(=O)N1CCOCC1
5	COc1cc(N)c(Cl)cc1C(=O)OCC(=O)c1ccc2c(c1)NC(=O)CO2
6	CCN=C1S/C(=C\c2sccc2C)C(=O)N1CC
7	COc1ccc(-n2c(SCC(=O)Nc3cc(C)on3)nc3ccc(O)cc3c2=O)cc1OC
8	COc1cc(OC)c(C(=O)Nc2cc(S(=O)(=O)N3CCOCC3)ccc2N2CCN(C)CC2)cc1OC
assay / entry	1	2	3	4	5	6	7	8
FUS yeast rescue	-1%	10%	3%	28%	33%	15%	?	3%
aSyn rescue	-5%	-7%	3%	0%	-2%	18%	3%	5%
GLP-1R inv ag	-13%	?	10%	-7%	9%	13%	33%[activator]	43%[activator]
TDP43 rescue	3%	-15%	0%	-1%	4%	?	15%	15%
Akt phos inh	i	i	i	i	i	i	i	i
HEK293 tox	70%[activator]	-4%	-10%	1%	4%	3%	-23%	-3%
Mm-Cpn inhibitor	-3%	-3%	0%	-1%	-11%	-2%	1%	.
PTHR1 ag	-4%	-23%	i	-9%[57.5 µM]	-5%	i	i	i
Abeta yeast res	-7%	5%	17%	-5%	8%	-12%	9%	2%

9	CCOC(=O)C1CCCN(C(=O)Cn2cnc3sc(C)c(S(=O)(=O)N4CCOCC4)c3c2=O)C1 (configuration not stated)
10	CS(=O)(=O)NCc1csc(-c2ccccc2)n1
11	CSC(=NCc1ccco1)NC#N
12	Cc1ccc(CSc2nc3c(c(=O)[nH]c(=O)n3C)n2CCC(C)C)cc1
13	CCOc1ccc(N2C(=O)C3C(c4ccc(O)cc4)NC(CCSC)(C(=O)OC)C3C2=O)cc1 (configuration not stated)
14	CNC(=O)COC(=O)Cc1ccc(Cl)cc1
15	CC(=O)Nc1ccc(C2=NN(c3ccccc3)C(c3ccccc3)C2)cc1 (configuration not stated)
16	O=S1(=O)CCC(NC2CCCC2)C1 (configuration not stated)
assay / entry	9	10	11	12	13	14	15	16
FUS yeast rescue	-4%	-10%	17%	-7%	13%	-1%	26%	7%
aSyn rescue	-2%	-3%	-5%	-3%	3%	0%	-3%	0%
GLP-1R inv ag	7%	6%	15%	13%	7%	11%	4%	19%
TDP43 rescue	-5%	5%	0%	19%	3%	-13%	-8%	-8%
Akt phos inh	i	i	i	i	i	i	i	i
HEK293 tox	0%	16%	-2%	15%	11%	1%	180%[activator]	4%
Mm-Cpn inhibitor	0%	-1%	0%	-1%	-4%	0%	-4%	1%
PTHR1 ag	i	i	-6%	-71%[inhibitor]	15%	i	-23%	i
Abeta yeast res	-18%	1%	-1%	-6%	-5%	-5%	1%	-5%

Just PTHR1 ag (3 entries from above):
| No. | Structure | PTHR1 ag |
| --- | --- | --- |
| 9 | CCOC(=O)C1CCCN(C(=O)Cn2cnc3sc(C)c(S(=O)(=O)N4CCOCC4)c3c2=O)C1 (configuration not stated) | i |
| 10 | CS(=O)(=O)NCc1csc(-c2ccccc2)n1 | i |
| 11 | CSC(=NCc1ccco1)NC#N | -6% |

Next section
17	O=C(CCN1C(=O)/C(=C\c2ccccc2)SC1=S)NNC(=O)c1cccnc1
18	Cc1c(C(=O)NCCN(C)C)oc2ccc(S(=O)(=O)N3CCC4(CC3)OCCO4)cc12
19	O=C(O)C1CCC(=O)N(C2CCCCC2)C1c1ccccc1 (configuration not stated)
20	O=C(O)c1ccc2c(=O)n3c(nc2c1)/C(=C/c1ccc(F)cc1)CC3
21	Cc1cc2nc(-c3ccc(F)cc3)c(Cc3ccsc3)n2c(C)c1Br
22	CCCCN(C=O)c1c(CC)nc2c(OCC(=O)N3CCOCC3)cccn12
23	CCCCCn1c(CNC(=O)c2ccccc2)nc2ccccc21
24	Cn1c(=O)n(C)c2cc(NC(=O)CSc3ccccc3)ccc21
assay / entry	17	18	19	20	21	22	23	24
FUS yeast rescue	3%	-21%	13%	40%	10%	-9%	-24%	6%
aSyn rescue	1%	-20%	1%	-1%	-4%	-5%	.	1%
GLP-1R inv ag	1%	10%	-6%	-7%	?	4%	?	40%[activator]
TDP43 rescue	-10%	-14%	17%	-6%	14%	-10%	?	-8%
Akt phos inh	i	i	i	i	i	i	.	i
HEK293 tox	4%	6%	2%	-7%	5%	7%	-3%	?
Mm-Cpn inhibitor	0%	-5%	0%	0%	.	.	.	-2%
PTHR1 ag	i	i	i	i	i	?	-32%	9%
Abeta yeast res	8%	-17%	17%	-9%	2%	-20%	2%	-3%

25	CCOc1ccc(OCC)c(NC(=O)CCc2c(C)nc3c(c2C)c(=O)n(C)c(=O)n3C)c1
26	COc1ccc(-c2nc3ccccc3c(=O)n2CCCN2CCOCC2)cc1
27	C[C@@H]1CN([C@H](C)CO)S(=O)(=O)c2ccc(-c3ccc(C#N)cc3)cc2O[C@H]1CN(C)C(=O)Nc1cc(F)ccc1F
28	CCOC(=O)c1c(C)[nH]c(C)c1C(=O)COC(=O)Cc1n[nH]c(=O)c2ccccc12
29	CCCCn1cnc2c(c(-c3ccccc3)c(-c3ccccc3)n2Cc2ccco2)c1=N
30	Cc1nc2sc(C(c3cccs3)N3CCN(C(=O)c4ccco4)CC3)c(O)n2n1 (configuration not stated)
31	COc1ccc(OC)c(C2C(C(=O)Nc3ccccc3OC)=C(C)Nc3nc(CCCO)nn32)c1 (configuration not stated)
32	COc1ccc(CNC(=O)CNC(=O)CNS(=O)(=O)c2ccc(C)c(C)c2)cc1
assay / entry	25	26	27	28	29	30	31	32
FUS yeast rescue	-24%	-9%	?	7%	-3%	-3%	-5%	15%
aSyn rescue	.	2%	0%	-1%	?	1%	-12%	-2%
GLP-1R inv ag	3%	10%	-8%	1%	?	5%	2%	11%
TDP43 rescue	-2%	-6%	28%	-13%	11%	23%	21%	5%
Akt phos inh	.	i	i	i	i	i	i	i
HEK293 tox	0%	?	4%	1%	?	-9%	-5%	5%
Mm-Cpn inhibitor	.	-1%	.	-3%	1%	-7%	-2%	1%
PTHR1 ag	-8%	-8%[57.5 µM]	-22%	-21%	i	-22%	-13%	-9%
Abeta yeast res	-7%	12%	0%	-15%	0%	3%	1%	-5%

33	O=C(NCc1ccc(F)cc1)c1cc2cccc3c2n1CCS3
34	O=C1C(=O)N(c2cccc(Cl)c2)C(c2ccccc2[N+](=O)[O-])/C1=C(\O)c1ccccc1 (configuration not stated)
35	CCCCC(=O)NN(C)c1nc(-c2ccccc2)nnc1C(F)(F)F
36	c1ccc(-n2ncc3c(NCCN4CCOCC4)ncnc32)cc1
37	Nc1nc(Nc2ccccc2F)nc(NCc2ccco2)c1[N+](=O)[O-]
38	CSc1ccc(C(c2c(C)[nH][nH]c2=O)c2c(C)[nH][nH]c2=O)cc1
39	COc1ccccc1NCC(=O)N/N=C/c1sccc1C
40	COc1cccc(C(=O)N/N=C/c2ccc(Oc3ccc([N+](=O)[O-])cn3)c(OC)c2)c1
assay / entry	33	34	35	36	37	38	39	40
FUS yeast rescue	35%	31%	18%	16%	-12%	26%	47%	28%
aSyn rescue	.	3%	-5%	9%	0%	14%	-1%	-20%
GLP-1R inv ag	?	1%	?	0%	6%	-7%	-14%[7.66 µM]	?
TDP43 rescue	14µM*	-24%	-8%	-2%	?	.	-21%[9.22 µM]	-13%
Akt phos inh	.	i	i	i	i	i	i	i
HEK293 tox	-3%	3%	1%	2%	2%	-2%	-5%[7.66 µM]	?
Mm-Cpn inhibitor	.	0%	1%	1%	1%	-5%	-5%	1%
PTHR1 ag	-37%[inhibitor]	-9%	i	-52%[inhibitor][57.5 µM]	-11%	-3%	30%	-17%
Abeta yeast res	-17%	-9%	6%	11%	22%	-1%	-4%	-13%

41	Cc1cc(C)c(C(=O)C2OC(=O)C(C)(C)C(=O)C2(C)C)c(C)c1 (configuration not stated)
42	COc1ccc(N2CCN(S(=O)(=O)c3ccc4c(c3)CCCN4C(C)=O)CC2)cc1
43	CCCC(=O)Nc1sc(C)c(C)c1C(=O)Nc1cccc(C)c1
44	COc1ccc(C(=O)NNC(=O)CN2CCC(n3nnc4cc(C)ccc43)CC2)cc1
45	CCc1ccc(S(=O)(=O)N2CCN(c3ccc(Cl)c(Cl)c3)CC2)cc1
assay / entry	41	42	43	44	45
FUS yeast rescue	3%	-6%	12%	.	-12%
aSyn rescue	1%	.	-2%	6%	3%
GLP-1R inv ag	-11%	19%	1%	-12%	3%
TDP43 rescue	-4%	?	6%	-23%	7%
Akt phos inh	i	.	i	i	.
HEK293 tox	70%[activator]	1%	5%	-13%	5%
Mm-Cpn inhibitor	-1%	.	-2%	-2%	.
PTHR1 ag	i	-12%	-11%[57.5 µM]	i	i
Abeta yeast res	2%	19%	-13%	5%	4%
